# FEN1 inhibitor: qHTS Assay for the Inhibitors of Human Flap endonuclease 1 (FEN1) | Recombinant FEN1 flap cleavage, fluorescence, 15 min | Potency, µM (highest dose often 114 µM), without a hit: at the top dose activity change, negative = inhibition, most hits filed as inhibitors | actives 0.35% (n = 390,000); also: nearly all actives have a fitted effect of over 65% in size
# Target sequence (P39748 whole entry, looked up): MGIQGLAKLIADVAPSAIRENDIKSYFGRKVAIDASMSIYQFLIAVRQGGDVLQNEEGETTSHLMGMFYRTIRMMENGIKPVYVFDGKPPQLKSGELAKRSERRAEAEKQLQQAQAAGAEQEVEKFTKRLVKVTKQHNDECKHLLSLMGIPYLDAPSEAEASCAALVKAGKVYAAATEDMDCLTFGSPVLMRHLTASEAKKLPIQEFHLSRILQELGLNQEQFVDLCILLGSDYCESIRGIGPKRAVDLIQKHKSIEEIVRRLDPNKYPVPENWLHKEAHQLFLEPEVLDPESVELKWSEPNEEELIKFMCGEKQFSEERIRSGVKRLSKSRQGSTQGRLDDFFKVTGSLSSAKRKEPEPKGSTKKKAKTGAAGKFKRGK
#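 With each library titrated from low to high concentration, compounds met 10 nM FEN1 for 15 min at room temperature before 50 nM substrate was added; readings at 0 and 15 min fed four-parameter Hill curve fits.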
# N370S GC mod: qHTS Assay for Inhibitors and Activators of N370S glucocerebrosidase as a Potential Chaperone Treatment of Gaucher Disease; Potency, µM (doses to about 59.4 µM), without a hit: at the highest dose activity change, negative = inhibition, most hits filed as inhibitors; Lysosomal acid glucosylceramidase (Homo sapiens), P04062; AID 2101, 2009; N370S GC spleen homogenate, 4MU-glucoside fluorescence; actives 0.092% (n = 330,000);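 also: 0% = full enzyme activity and -100% = no enzyme basal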
# GCN5L2 inh: qHTS Assay for Inhibitors of GCN5L2 | Potency, µM (doses to about 58.9 µM), without a hit: at the highest dose activity change, negative = inhibition, usual class: inhibitors | actives 0.21% (n = 390,000) | Histone acetyltransferase KAT2A (Homo sapiens), Q92830 | GCN5L2 HAT assay, ThioGlo1 CoA-SH fluorescence
#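 GCN5L2 (20 nM) in 50mM HEPES pH 7.5, 0.1mM EDTA, 0.01% Tween-20 preincubated 15 min with compounds at room temperature. Reaction started with H3(1-25) 75uM, acetyl-CoA 70uM, ThioGlo1 50uM; CoA-thiol fluorescence (Ex340/Em540) read at 0 and 20 min.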
# * marks the source's active call; other numbers are inactive results; ? = inconclusive; . = no result given; [ ] = another dose, or the depositor's remark. Calls follow the shape of the dose curve; as a rule, active = well fitted curve in the direction sought with a large enough effect; inconclusive = small, poorly fitted or top-dose-only effect, or another doubt; inactive = no such curve, though single readings can be large; an effect the other way counts as inactive or inconclusive. Unless noted, % is scaled to controls: 0 for no effect and ±100 for the full control effect; potency is read from the fitted curve at half-maximal effect. Compounds as they come; about 0.54% have a hit in one of these screens.
[1] CCOc1ccc(N2C(=O)CC(N(CCc3ccccc3)C(=O)/C=C/C(=O)O)C2=O)cc1 (stereo not drawn)
[2] Cc1ccc(NS(=O)(=O)c2ccc(OCC(N)=O)cc2)cc1
[3] COc1ccc(/C(=C/c2ccc(OC(F)F)c(OC)c2)C(=O)O)cc1OC
[4] CCOC(=O)c1cn(-c2ccccc2)nc1-c1ccncc1
[5] Cc1ccc(-c2nn(-c3ccccc3)cc2C(=O)O)o1
[6] COC(=O)c1ccc(CSc2nc3c([nH]c4ccccc43)c(=O)n2-c2cccc(Cl)c2)o1
[7] Cc1cc(NC(=O)CSc2nc3ccccc3c(=O)n2CCCC(=O)NCc2ccco2)n[nH]1
[8] CCNC(=S)NNC(=O)c1cc(-c2ccc(OCC)cc2)nc2ccccc12
Compound | 1 | 2 | 3 | 4 | 5 | 6 | 7 | 8
FEN1 inhibitor | -6% | 5% | 2% | 1% | . | -10% | 1% | -6%
GCN5L2 inh | -5% | -12% | -5% | -5% | ? | 12% | -6% | -3%
N370S GC mod | -4% | 15% | 16% | 11% | -5% | . | 2% | 30%

[9] COc1ccc(C(=O)Nc2ccc3c(c2)N(C2CCCC2)C(=O)c2ccccc2S3)cc1OC
[10] CCC(C)(C)NC(=O)CN(C(=O)C(=O)Nc1ccc2c(c1)OCCO2)C(C)(C)CC
[11] CC(=O)N1CCC2(CCCN(c3ccccc3)C2)CC1
[12] O=C(Nc1ccc2oc(-c3cccnc3)nc2c1)c1ccc([N+](=O)[O-])o1
[13] Cn1cccc1C(=O)NCCc1ccccc1
[14] O=C(N/C(=C/c1ccco1)C(=O)N1CCCC1)c1cccs1
[15] CC1CCN(S(=O)(=O)c2ccc(NC(=O)[C@@H]3CCCN3C(=O)c3cccs3)cc2)CC1
[16] COc1cccc(/C=C/c2nc(C#N)c(N3CCC(C(N)=O)CC3)o2)c1
Compound | 9 | 10 | 11 | 12 | 13 | 14 | 15 | 16
FEN1 inhibitor | 14% | 6% | . | -10% | 6% | -9% | -14% | -12%
GCN5L2 inh | 1% | -5% | 7% | 1% | -4% | -15% | 3% | ?
N370S GC mod | . | -1% | -4% | -1% | -1% | -29% | . | .

# The final four entries of the part above open the next one:
[13] Cn1cccc1C(=O)NCCc1ccccc1
[14] O=C(N/C(=C/c1ccco1)C(=O)N1CCCC1)c1cccs1
[15] CC1CCN(S(=O)(=O)c2ccc(NC(=O)[C@@H]3CCCN3C(=O)c3cccs3)cc2)CC1
[16] COc1cccc(/C=C/c2nc(C#N)c(N3CCC(C(N)=O)CC3)o2)c1
[17] O=C(c1ccc2c(c1)N(Cc1ccc(Cl)cc1)C(=O)c1ccccc1S2(=O)=O)N1CCN(Cc2ccccc2)CC1
[18] O=C(c1cccc(S(=O)(=O)N2CCCC2)c1)N1CCN(c2ccccc2F)CC1
[19] CN(C)S(=O)(=O)c1ccc(SCC(=O)Nc2ccc3c(c2)OCCO3)nc1
[20] O=C(CNC(=O)N1CC(=O)Nc2ccccc21)Nc1ccccc1F
[21] COc1cccc(N2CCN(c3nc(C)cc(C)c3C#N)CC2)c1
[22] N#Cc1cc(N)ccc1-n1cccc1
[23] COc1ccc(OCC(=O)OCc2cc(=O)n3nc(C4CCCCC4)sc3n2)cc1
[24] COc1cccc(/C=N\NC(=O)C2C(=O)NCC2c2ccccc2)c1O (stereo not drawn)
Compound | 13 | 14 | 15 | 16 | 17 | 18 | 19 | 20 | 21 | 22 | 23 | 24
FEN1 inhibitor | 6% | -9% | -14% | -12% | -13% | 2% | -11% | 2% | -2% | 7% | -24% | 8%
GCN5L2 inh | -4% | -15% | 3% | ? | -7% | -3% | -2% | 3% | -4% | -5% | 5% | 3%
N370S GC mod | -1% | -29% | . | . | . | 5% | 4% | -2% | 2% | -12% | . | -13%

[25] COc1ccc(C2NCCc3cc(OC)c(OC)cc32)cc1OC (stereo not drawn)
[26] COc1ccc(CCNC(=O)c2cnc3sc(N4CCCC4)nn3c2=O)cc1OC
[27] COc1ccc(OC)c(S(=O)(=O)N2CCCC(C)C2)c1 (stereo not drawn)
[28] CCOc1ccc(NC(=O)Cn2c3ncccc3c(=O)n2-c2ccc(CC)cc2)cc1
[29] COc1ccc(-n2c(/C=C/c3ccccc3F)nc3cc(OC)c(OC)cc3c2=O)cc1Cl
[30] CCC(C)NCCOc1ccc(Br)cc1 (stereo not drawn)
[31] c1ccc(-c2noc(CSc3nnc(Cc4cccs4)n3-c3ccccc3)n2)cc1
[32] O=C(Nc1cccnc1)C1OCCc2ccccc21 (stereo not drawn)
Compound | 25 | 26 | 27 | 28 | 29 | 30 | 31 | 32
FEN1 inhibitor | -1% | -1% | 6% | -3% | -1% | -14% | -13% | 10%
GCN5L2 inh | -5% | -19% | 1% | 2% | -14% | -11% | 0% | 3%
N370S GC mod | 5% | . | 3% | . | . | 19% | 30% | 3%

[33] C=CCSc1nc2c(sc3nc(C)cc(C)c32)c(=O)[nH]1
[34] Cc1ccc2nc(-c3ccc(NS(=O)(=O)c4ccc(F)cc4)cc3)sc2c1
[35] Cc1cc(C)cc(N2CCn3c2nc2c3c(=O)n(Cc3c(F)cccc3Cl)c(=O)n2C)c1
[36] CCc1ccc(C2CC(=O)c3c([nH]c(C(=O)OCC4CCCCC4)c3C)C2)cc1 (stereo not drawn)
[37] CCc1nn(CC(=O)NCCCOC)c(=O)c2cc3ccccc3n12
[38] COc1cccc(N2CCN(CC(=O)NCc3ccccc3)CC2)c1
[39] CC(C(=O)N1CCN(Cc2ccc3c(c2)OCO3)CC1)c1ccc([N+](=O)[O-])cc1 (stereo not drawn)
[40] CC1CCN(S(=O)(=O)c2ccc3c(c2)CCN3C(=O)CCC(=O)O)CC1
Compound | 33 | 34 | 35 | 36 | 37 | 38 | 39 | 40
FEN1 inhibitor | -15% | -26% | -5% | -4% | -2% | 6% | 4% | -4%
GCN5L2 inh | ? | -6% | -5% | 3% | -3% | -4% | -5% | 32%[activator]
N370S GC mod | 11% | ? | . | . | . | -1% | -4% | 1%

# Part of the list above, with each value named:
14. O=C(N/C(=C/c1ccco1)C(=O)N1CCCC1)c1cccs1
  FEN1 inhibitor = -9%; GCN5L2 inh = -15%; N370S GC mod = -29%

12. O=C(Nc1ccc2oc(-c3cccnc3)nc2c1)c1ccc([N+](=O)[O-])o1
  FEN1 inhibitor = -10%; GCN5L2 inh = 1%; N370S GC mod = -1%

3. COc1ccc(/C(=C/c2ccc(OC(F)F)c(OC)c2)C(=O)O)cc1OC
  FEN1 inhibitor = 2%; GCN5L2 inh = -5%; N370S GC mod = 16%

28. CCOc1ccc(NC(=O)Cn2c3ncccc3c(=O)n2-c2ccc(CC)cc2)cc1
  FEN1 inhibitor = -3%; GCN5L2 inh = 2%; N370S GC mod = .

# More records follow:
[41] O=C(c1ccco1)N1CCN(Cc2ccccc2F)CC1
[42] NC(=NCCc1ccccc1)NS(=O)(=O)c1ccccc1F
[43] CS(=O)(=O)N1CC(C(=O)NN)Oc2ccc(Cl)cc21 (stereo not drawn)
[44] COCCc1ncc(CN2CCCC(C(=O)Nc3cccc(-c4cccc(C)c4)c3)C2)cn1 (stereo not drawn)
[45] COc1ccc(C(=O)c2nc3c(n2O)CCCC3)cc1OC
[46] COCc1nnc(NC(=O)c2ccc(NC(C)=O)cc2)s1
[47] CCn1c(COc2ccc(=O)n(-c3ccccc3)n2)n[nH]c1=S
[48] COc1ccc(-n2c(=O)c3sc4ccccc4c3n(CC(=O)Nc3ccccc3F)c2=O)cc1
Compound | 41 | 42 | 43 | 44 | 45 | 46 | 47 | 48
FEN1 inhibitor | 23% | -2% | 2% | -23% | 10% | -9% | -13% | -3%
GCN5L2 inh | -10% | -2% | ? | -10% | -3%[0.501 µM] | -19% | -11% | 4%
N370S GC mod | 0% | 3% | 3% | -11% | -5% | -10% | 0% | .

[49] Fc1ccccc1CSc1nc2ccccc2[nH]1
[50] CCCc1c(O)nc(SCCN(CC)CC)[nH]c1=O
[51] Cc1ccc(OCC(=O)NCc2n[nH]c(=O)c3ccccc23)cc1
[52] CC(=O)c1ccc(COC(=O)Cc2ccc([N+](=O)[O-])cc2)cc1
[53] CCOc1ccc(/C=N/NC(=S)Nc2c(C)cccc2C)cc1
[54] Cc1cc(S(=O)(=O)N2CCCC2)ccc1OCC(=O)N1CCC(C(N)=O)CC1
[55] CCc1ccccc1NS(=O)(=O)c1ccc2[nH]cc(C(=O)N(CC(C)C)CC(C)C)c(=O)c2c1
[56] CC1CCC(NC(=O)C2(C)Cc3ccccc3C(=O)N2Cc2ccc(F)cc2)CC1 (stereo not drawn)
Compound | 49 | 50 | 51 | 52 | 53 | 54 | 55 | 56
FEN1 inhibitor | -7% | -5% | -3% | -5% | -17% | -1% | -6% | 3%
GCN5L2 inh | 3%[0.501 µM] | -2% | -5% | 0% | -6% | ? | -2% | 2%
N370S GC mod | -8% | 2% | -14% | 2% | -20% | -3% | . | .

[57] CC(C)c1ccc(C(=O)NNC(=O)C2C3CCC(C3)C2C(=O)O)cc1 (stereo not drawn)
[58] COc1ccc(-c2cc(-c3ccc(F)cc3)nc3c2COc2ccccc2-3)cc1
[59] CCN(CC)S(=O)(=O)c1cc(NC(=O)C(=O)c2c(-c3ccccc3)cc3ccccn23)ccc1C
[60] Cc1ccc(C(=O)N2C3C=CC(C3)C2(C(F)(F)F)C(F)(F)F)cc1 (stereo not drawn)
[61] COc1ccccc1NNC(=O)C(O)(c1ccccc1OC)c1ccccc1OC
[62] O=C(NCCNC(=O)c1cccc(O)c1)c1cccc(O)c1
[63] Cc1cc(C)c(C)c(OCC(=O)NCC2CCCO2)c1 (stereo not drawn)
[64] COC(=O)c1c(NC(=O)CN2C(=O)C(=O)N(C(C)C)C2=O)sc(C)c1C
Compound | 57 | 58 | 59 | 60 | 61 | 62 | 63 | 64
FEN1 inhibitor | . | 12% | -14% | -1% | -10% | 4% | -7% | -12%
GCN5L2 inh | -2% | -1% | -7% | -14% | -4% | -6% | 0% | -5%
N370S GC mod | -15% | . | -10% | -6% | 9% | 1% | -6% | .

[65] Cc1ccc(-n2c(=O)c3ccccc3n(CC(=O)NCc3ccco3)c2=O)cc1
[66] O=C(O)COCC(=O)NCc1csc2ccccc12
[67] Cc1ccsc1CN1CCc2nc(Nc3ccccc3)ncc2C1
[68] O=C(CN1C(=O)COc2ccc(S(=O)(=O)N3CCCC3)cc21)N1CCN(c2cccc(C(F)(F)F)c2)CC1
[69] COc1ccc(C(C)NC(=S)NC2CCCCC2)cc1OC (stereo not drawn)
[70] Cc1nc2ccccn2c(=O)c1NC(=O)c1cccc2ccccc12
[71] COc1cc(Cl)c(C)cc1NC(=O)COC(=O)C(NS(=O)(=O)c1ccc(Cl)cc1)C(C)O (stereo not drawn)
[72] CCOc1ccc(NC(=O)CN(C)C(=O)Cc2c[nH]c3ccccc23)cc1OCC
Compound | 65 | 66 | 67 | 68 | 69 | 70 | 71 | 72
FEN1 inhibitor | -2% | -13% | -19% | -1% | 8% | 12% | -16% | 5%
GCN5L2 inh | 0% | -1% | -9% | 2% | -3% | -3% | -7% | -1%
N370S GC mod | 1% | -4% | . | . | -1% | -2% | -8% | -6%

[73] N#Cc1c(C(F)(F)F)cc(-c2ccc(Cl)cc2)nc1SCC(=O)O
[74] Cc1cccc(N2C(=O)CC(Sc3nc(-c4ccccc4)c4cc(Cl)ccc4n3)C2=O)c1 (stereo not drawn)
[75] Cc1cc2cc(CN(C(=O)C3CC3)C3CCCC3)c3nnnn3c2cc1C
[76] COc1ccccc1CC(=O)Nc1cc(S(=O)(=O)N2CCOCC2)ccc1N1CCOCC1
[77] O=C(COC(=O)CCc1nc2ccccc2n1-c1ccccc1)Nc1ccc(N2CCCCC2)cc1
[78] Cc1onc(-c2c(Cl)cccc2Cl)c1C(=O)NCCN1CCOCC1
[79] CCOC(=O)CN1C(=O)C(O)=C(C(C)=O)C1c1ccccc1 (stereo not drawn)
[80] Cc1ccc(Cl)c2sc(N3CCN(C(=O)c4ccco4)CC3)nc12
[81] CC(C)N(Cc1nccn1C)C(=O)CC1C(=O)NCCN1Cc1ccccc1C(F)(F)F (stereo not drawn)
[82] O=C(N/C(=C/c1ccc([N+](=O)[O-])cc1)C(=O)N1CCOCC1)c1ccco1
Compound | 73 | 74 | 75 | 76 | 77 | 78 | 79 | 80 | 81 | 82
FEN1 inhibitor | -1% | -19% | -16% | -3% | -14% | -4% | 10% | 0% | -3% | -4%
GCN5L2 inh | 30% | -15% | -2% | 0% | -6% | -6% | 0% | -15% | -1% | 5%
N370S GC mod | 1% | -3% | 14% | . | 1% | 0% | 0% | 1% | -4% | 2%

# High-throughput results deposited in PubChem BioAssay by National Center for Advancing Translational Sciences (NCATS).
